# Compound activity (PubChem BioAssay)
# NCI-60 one-dose screen, 48 h, at 10 µM unless noted. Numbers give growth in % (100 = growth as untreated, 0 = no growth, -100 = all killed).
# NCI-H322M – NCI-H322M lung cancer; actives 2.7% (n = 80,000)
# NCI-H460 – NCI-H460 lung cancer. actives 6.8% (n = 82,000). AID 1794736
# NCI/ADR-RES – NCI/ADR-RES ovarian cells; actives 4.4% (n = 81,000); AID 1794790
# NCI-H23 – NCI-H23 lung cancer; actives 4% (n = 80,000); AID 1794731
# NCI-H226 – NCI-H226 lung cancer | actives 3.5% (n = 79,000) | AID 1794732
# IGROV1 – IGROV1 ovarian cancer | actives 4.7% (n = 79,000) | AID 1794786
# OVCAR-4 – OVCAR-4 ovarian cancer cells; actives 3.7% (n = 80,000); AID 1794784
# NCI-H522 – NCI-H522 lung cancer; actives 8% (n = 78,000)
# SK-OV-3 – SK-OV-3 ovarian cancer cells | AID 1794785 | actives 3.2% (n = 80,000)
# The depositor's hits bear a star; x = not tested or not shown; & = joins results of further samples. The calls were made as follows: active = growth percent below 10; inactive = the rest.
SMILES,NCI-H322M,NCI-H460,NCI/ADR-RES,NCI-H23,NCI-H226,IGROV1,OVCAR-4,NCI-H522,SK-OV-3
COc1cc(C(=O)/C=C/c2ccc(Oc3ccc(Br)cc3)cc2)cc(OC)c1OC,96,101,98,99,94,95,96,92,100
COc1ccc(-c2nc(SCCC(C)C)nc(N3CCCCC3)c2C#N)cc1,98,102,106,102,108,100,92,77,58
O=C(Nc1ncc(Cc2ccc(Cl)c(C(F)(F)F)c2)s1)c1ccc2nnsc2c1,69,27,41,37,67,68,51,39,63
O=C1CNC(=O)c2cc(Cl)ccc2N1,109,108,106,106,100,109,99,102,98
Cc1cc(C#Cc2ccc(C(C)(C)C)cc2)ccc1-n1c(/C=C/c2ccc(O)cc2O)nc2ccccc2c1=O,71,32,60,48,85,58,53,41,107
Cc1ccc(S(=O)(=O)n2oc(=O)c(C3CCCCC3)c2N)cc1,115,108,108,95,115,102,125,99,111
c1ccc(Cn2cnc3ccc(-c4nc(-c5ccc6c(c5)ncn6C5CCCCC5)cn5ccnc45)cc32)cc1,16,-20*,0.5*,-23*,-63*,5.8*,17,-35*,-22*
COc1cc(C=C2C(=O)OC(C)(C)OC2=O)cc(OC)c1OC,94,104,98,98,101,102,103,102,114
Cc1ccccc1C(O)c1ccccc1 (stereo unspecified),94,104,94,90,96,98,104,99,119
CSc1nnc(-c2cnn3c2NC(c2ccccc2)C3)n1-c1ccccc1F (stereo unspecified),75,100,97,98,97,98,94,90,91
O=C(Nc1ccccc1-c1nc2ccccc2c(=O)[nH]1)c1ccccc1,105,97,100,84,90,92,110,79,85
Clc1ccc(CSc2nc3ccccc3[nH]2)cc1,557,79,77,75,90,89,87,66,93
CCOC(=O)CC(=O)C(OC)OC,124,108,103,108,99,119,113,108,98
Cn1c(=O)[nH]c2nc(-c3ccc(Cl)cc3)ccc2c1=O,106,103,104,101,105,116,107,103,105
O=C(/C=C/C=C/c1csc(Br)n1)NO,99,92,75,103,103,106,103,79,113
C[N+](C)(C)CCCCCC[N+](C)(C)C,104&107,109&107,103&102,103&103,98&98,107&102,102&112,97,95&103
COc1cc(NC(=O)C2=C(C)NC(C)=C(C(=O)Nc3cc(OC)c(Cl)cc3OC)C2c2cccc([N+](=O)[O-])c2)c(OC)cc1Cl,46,37,22,35,46,11,39,47,52
O=C(O)C#Cc1ccccc1,x,x,93,99,91,x,106,89,103
O=[N+]([O-])c1ccccc1NC1CCN(Cc2ccccc2)CC1,108,106,104,104,102,108,91,97,113
O=c1[nH][nH]c2c(Cl)cccc12,104,104,103,104,98,106,112,99,108
CN1CCN(c2ccc3c(C(N)=O)c(NC(=O)c4ccc(C(C)(C)C)cc4)sc3c2)CC1,95,54,86,80,104,90,92,103,107
CCOC(=O)CCC(NC(=O)c1ccccc1NC)C(=O)OCC (stereo unspecified),96,104,97,95,105,109,92,106,109
Cn1c(N)c(C(=O)/C=C/c2ccccc2)c(=O)[nH]c1=O,118,113,115,105,111,119,102,87,123
CC1CO/C(=C2\C(=O)OCC2C)C1 (stereo unspecified),105,105,111,103,118,113,105,98,106
CC(O)c1cnc(/C=C2\SC(=S)N(Cc3ccccc3)C2=O)s1 (stereo unspecified),88,97,93,100,90,94,101,0.3*,96

# (further entries)
SMILES,NCI-H322M,NCI-H460,NCI/ADR-RES,NCI-H23,NCI-H226,IGROV1,OVCAR-4,NCI-H522,SK-OV-3
CC1Sc2[nH]c(=O)sc2C2c3cc(Cl)ccc3OC(=O)C12 (stereo unspecified),103,112,105,x,109,111,89,91,107
COc1ccc2[nH]c(O)c(N=NC(=O)Cn3c(-c4ccccc4)nc4ccccc43)c2c1,94,99,82,90,84,100,90,86,131
C/C(=N\Nc1cc(C)c2ccccc2n1)c1ccccn1,-2.1*,-45*,-8.1*,14,-2.7*,-27*,-8.8*,-26*,22
O=C1OC(=O)C2C3C=CC(C3=C(c3ccccc3)c3ccccc3)C12 (stereo unspecified),95,109,104,99,102,111,114,95,111
COc1ccc(CCNC(=S)NCCc2ccc(OC)c(OC)c2)cc1OC,90,102,97,98,81,104,104,95,98
COc1cc2c(c3c1OCCO3)C(=O)N[C@@H]1[C@@H](O)[C@@H](O)[C@H](O)C[C@@H]21,97,106,111,102,96,107,108,93,104
CCCCCCCCCC1OCC(C)(CCC)CO1 (stereo unspecified),84,105,106,99,93,101,117,83,97
COc1ccc(-c2nc(-c3cc(OC)c(OC)c(OC)c3)no2)cc1,97,97,100,94,88,100,96,92,100
O=C1CC(c2ccc(I)cc2)OC2C=Cc3ccccc3C12 (stereo unspecified),103,108,104,98,91,119,97,87,97
COc1ccc(-c2nn(-c3cccc(Cl)c3)cc2/C=C2\C(=N)N(c3ccccc3)N=C2N)cc1,45,6.9*,35,51,41,28,72,51,91
CCOc1c(C#N)c(Nc2ccc(S(N)(=O)=O)cc2)c(C#N)c(=O)n1CC(=O)c1ccccc1,101,106,102,93,105,91,109,101,124
COc1ccc(-c2nc3sccn3c2/C=C/C(=O)c2cc(OC)c(OC)c(OC)c2)cc1,69,47,48,60,87,x,55,5.0*,68
O=C(O)c1ccc(-n2cc(CNc3ccc(F)c(Cl)c3)c(-c3ccccc3)n2)cc1,101,74,88,92,107,103,96,51,115
COc1cccc(N2CCN(CC(=O)N3CCN(c4nnc(-c5ccc(Cl)cc5)c(-c5ccc(Cl)cc5)n4)CC3)CC2)c1,72,71,65,83,75,x,58,x,96
Nc1nc(N)nc(-c2cscn2)n1,95,106,102,94,103,91,113,99,113
COc1ccc(-c2cc(-c3cccnc3)nc(S(=O)(=O)CC(=O)Nc3ccc(C)cc3)c2C#N)cc1OC,92,101,87,85,94,107,90,x,x
CS(=O)(=O)O[C@@H]1CO[C@H]2[C@@H]1OC[C@H]2OS(C)(=O)=O,104,110,110,105,97,95,x,122,107
COc1ccc2c(c1)c(-c1nc(-c3cn(C)c4ncccc34)cs1)cn2CCO,78,75,90,89,70,85,46,61,90
Cc1cc(C)cc(NNc2cc(Br)cc(Br)c2)c1,102,105,107,92,104,103,116,63,100
COc1cnc2c(c1)C(=O)c1c-2n(CCCN2CCN(C)CC2)c(=O)c2cc([N+](=O)[O-])ccc12,-57*,-74*,-2.7*,-46*,79,-55*,-82*,-38*,87
COc1ccc(C(=O)c2c(C)oc3ccccc3c2=O)cc1,101,101,109,117,104,x,100,97,105
O=C(NC(C(=O)O)c1ccccc1)c1cccc(NCc2ccc(-c3noc(=O)[nH]3)cc2)c1 (stereo unspecified),103,113,102,101,106,105,108,88,107
NS(=O)(=O)c1ccc(NCC(=O)N=Nc2c(O)n(CC(=O)Nc3ccc(Br)cc3)c3ccccc23)cc1,68,87,111,95,104,108,119,95,71
COC(=O)c1ccc(CSc2nnc(-c3c(C)nc4ccc(Br)cn34)o2)cc1,106,105,111,93,94,113,90,101,x
COc1ccc(Cn2nc(-c3ccccc3)c3c2CCc2cnoc2-3)cc1OC,103,89,86,77,94,102,77,71,99

# New compounds follow.
SMILES,NCI-H322M,NCI-H460,NCI/ADR-RES,NCI-H23,NCI-H226,IGROV1,OVCAR-4,NCI-H522,SK-OV-3
COC(=O)c1cc2c(/C=C3/NC(=S)NC3=O)coc2n1C,87,115,105,103,110,x,112,x,69
CCc1ccc(Cc2cnc(N3C(=N)SCC3=O)s2)cc1,100,102,108,104,101,111,101,89,104
O=[N+]([O-])c1c(O)c(Cl)cc(Cl)c1Cl (tested in a mixture with another compound),119,115,113,102,110,116,115,x,103
COC(=O)c1cccc2c1c(/C=C1\NC(=S)NC1=O)cn2C,96,104,97,x,82,71,95,69,89
Cc1c(C(N)=O)sc2nc(SCc3nnc(-c4ccccc4)o3)n(Cc3ccccc3)c(=O)c12,85,102,x,87,98,92,95,86,92
CS(=O)(=O)Oc1ccc(-c2ccc3sccc3c2)cc1,x,105,105,100,96,104,113,92,117
O=c1c2cc(F)cc(Cl)c2sc2c(NCCCNCCO)nc3ccccc3c12,90,10,89,90,106,79,79,92,94
COc1cc(-c2nc(N3CCN(C)CC3)c3ccccc3n2)cc(OC)c1OC,84,85,10,74,66,62,56,8.6*,68
COC(=O)[C@]12CC[C@@H](C(=O)/C=C/c3cccnc3)[C@@H]1[C@H]1CC[C@@H]3[C@@]4(C)CCC(=O)NC(C)(C)[C@@H]4CC[C@@]3(C)[C@]1(C)CC2,106,83,94,98,98,100,100,97,116
COc1cc(/C=C2/SC(=O)N(c3nc(N4CCCC4)nc(N4CCCC4)n3)C2=O)cc(OC)c1OC,84,91,87,89,83,93,96,75,98
O=[N+]([O-])c1cc(I)c(Br)c(I)c1,93,100,99,97,84,98,86,82,95
CCN(CC)CCCNc1nc2ccccc2s1,97,119,106,113,101,106,103,90,109
CCOC(=O)c1c2c(cn1Cc1ccc(OC)c(N)c1)-c1oncc1CC2,86,103,67,99,75,77,97,57,96
CC(C1=C(CCN(C)C)Cc2ccccc21)c1ccccn1 (stereo unspecified),101,95,103,97,141,145,107,93,107
COc1cc(C(=O)c2cc(C(=O)Nc3cccc4cccnc34)c3cc(-c4ccncc4)ccn23)cc(OC)c1OC,102,104,100,100,93,98,x,91,98
Cc1ccc(C2=CCCc3ccccc32)cc1,96,102,101,91,89,75,101,81,82
O=C(Nc1ccc(C(=O)CSc2nc3ccccc3[nH]2)cc1)Nc1ccc([N+](=O)[O-])cc1,85,78,89,77,77,78,70,49,98
CCCCC(CC)COc1ccc(-c2nc(-c3ccc(OC)cc3)nc(-c3ccc(OCC(CC)CCCC)cc3O)n2)c(O)c1 (stereo unspecified),x,104,106,107,99,105,105,x,120
O=C(O)c1cc2oc3ccccc3c2cc1O,98,105,100,92,97,88,x,95,100
CCOc1cccc(Cl)n1,91,111,114,112,102,101,96,100,109
CCCCCCCCn1ccc2cc(NC(=O)Cn3cc(CN4CCOCC4)nn3)ccc21,97,101,115,106,92,96,99,90,111
O=C1c2ccccc2C(=O)N1CNc1ccc(Br)c(Cl)c1,95,90,104,106,88,93,86,x,104
COc1ccc(C(=O)CSc2cc[o+]cc2)cc1,112,104,103,93,98,119,103,98,103
O=C1C(Cl)=C(NCc2ccco2)C(=O)c2ccccc21,115,54,85,37,x,58,85,76,115
Cn1c(O)c(N=NC(=O)Cc2c[nH]c3ccccc23)c2ccccc21,104,114,88,98,x,110,97,98,100

# Arranged by length of the SMILES (lowest first): part of the list above
SMILES,NCI-H322M,NCI-H460,NCI/ADR-RES,NCI-H23,NCI-H226,IGROV1,OVCAR-4,NCI-H522,SK-OV-3
Cc1ccc(C2=CCCc3ccccc32)cc1,96,102,101,91,89,75,101,81,82
O=[N+]([O-])c1cc(I)c(Br)c(I)c1,93,100,99,97,84,98,86,82,95
O=[N+]([O-])c1c(O)c(Cl)cc(Cl)c1Cl (tested in a mixture with another compound),119,115,113,102,110,116,115,x,103
CS(=O)(=O)Oc1ccc(-c2ccc3sccc3c2)cc1,x,105,105,100,96,104,113,92,117
O=C1C(Cl)=C(NCc2ccco2)C(=O)c2ccccc21,115,54,85,37,x,58,85,76,115
O=C1c2ccccc2C(=O)N1CNc1ccc(Br)c(Cl)c1,95,90,104,106,88,93,86,x,104
COC(=O)c1cccc2c1c(/C=C1\NC(=S)NC1=O)cn2C,96,104,97,x,82,71,95,69,89
Cn1c(O)c(N=NC(=O)Cc2c[nH]c3ccccc23)c2ccccc21,104,114,88,98,x,110,97,98,100
CCCCCCCCn1ccc2cc(NC(=O)Cn3cc(CN4CCOCC4)nn3)ccc21,97,101,115,106,92,96,99,90,111
Cc1c(C(N)=O)sc2nc(SCc3nnc(-c4ccccc4)o3)n(Cc3ccccc3)c(=O)c12,85,102,x,87,98,92,95,86,92
CCCCC(CC)COc1ccc(-c2nc(-c3ccc(OC)cc3)nc(-c3ccc(OCC(CC)CCCC)cc3O)n2)c(O)c1 (stereo unspecified),x,104,106,107,99,105,105,x,120
COC(=O)[C@]12CC[C@@H](C(=O)/C=C/c3cccnc3)[C@@H]1[C@H]1CC[C@@H]3[C@@]4(C)CCC(=O)NC(C)(C)[C@@H]4CC[C@@]3(C)[C@]1(C)CC2,106,83,94,98,98,100,100,97,116

# Next section.
SMILES,NCI-H322M,NCI-H460,NCI/ADR-RES,NCI-H23,NCI-H226,IGROV1,OVCAR-4,NCI-H522,SK-OV-3
COC(=O)C1CN(Cc2ccccc2)C(=O)C1=O (stereo unspecified),116,105,88,98,101,119,96,105,102
Cc1cc(C#Cc2ccc(C(C)(C)C)cc2)ccc1-n1c(/C=C/c2ccc3ccccc3c2)nc2ccccc2c1=O,112,104,103,92,110,100,108,94,112
CCCCCCCCCN1C(=O)/C(=c2\sc3n(c2=O)NC2C(N=3)N(CC)C(=O)N2CC)c2ccccc21 (stereo unspecified),83,93,77,86,82,87,86,83,89
COc1ccccc1/C=C/c1nn2c(-c3cccnc3)nnc2s1,98,96,96,98,96,94,98,93,122
Clc1ccc(CSc2ccnc(SCc3ccc(Cl)cc3Cl)n2)c(Cl)c1,127,105,114,105,107,126,115,115,118
[O-][n+]1cccc2ccccc21,96,98,97,97,95,100,102,108,113
Fc1ccc(-c2cn3nc(-c4c[nH]c5ccccc45)sc3n2)cc1,62,84,90,79,74,67,78,65,72
COc1ccc2c(c1)cn1c3ccc(O)cc3nc(N)c21,40,8.5*,-0.8*,25,45,17,38,14,5.0*
O=C(O)CCCCCCC[C@@H](O)[C@@H](O)CCCCCCO,104,109,105,105,x,116,92,108,105
Cc1ccc(-n2nc(C#N)c(N3CCCCC3)n2)cc1,96,101,103,93,91,93,101,87,100
Cc1ccnc(NS(=O)(=O)c2ccc(Nc3ccnc(SCC(=O)c4ccc(F)cc4)n3)cc2)n1,102,107,98,89,90,88,112,92,93
CCOC(=O)c1nn(-c2ccccc2)/c(=N\N=C\c2coc3ccc(F)cc3c2=O)s1,102,97,100,97,96,108,102,95,111
O=C1/C(=C/c2ccc([N+](=O)[O-])s2)Oc2ccc(Cl)cc21,-43*,-49*,4.9*,-36*,-57*,-68*,-76*,-70*,7.5*
N#Cc1cnc(OC2CC(N)C2)nc1-n1cnc2ccccc21 (stereo unspecified),69,91,106,109,108,86,109,87,106
